Ecoli tolC = growth inhibitors of E. coli tolC mutant, primary screen, strain BW25113 ΔtolC::kan, 384-well | OD615 | growth inhibition, % at 10 µM (by protocol) | 65,000 tested, 2.2% active;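 active = growth inhibition at or above a cutoff equal to the mean over every tested compound plus 3 SD, cut at about 60% in these data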;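 also: growth measured after 20 h incubation at 37 °C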
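Assay system: tolC-deleted E. coli BW25113. Medium: kanamycin-containing LB broth (50 µg/mL). Dosing: 10 µM final, single dose. Timing: bacterial growth with compound for 20 h at 37 °C. Detection: A615 absorbance measurement. Read-out basis: growth inhibition in percent.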
ROCK2 inh = inhibitors of human ROCK2 kinase, primary screen, biochemical, high-throughput, luminescence; Rho-associated protein kinase 2 (Homo sapiens), O75116; 60,000 tested, 0.35% active; purified ROCK2, Kinase-Glo ATP depletion luminescence; inhibition, % at 6 µM; AID 604, 2007;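 active = inhibition above the screen-wide mean inhibition plus 3 SD, cut at about 18% in these data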;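 also: plate controls were DMSO wells for no effect and Y-27632 control wells after no-enzyme background subtraction for full effect; many of its hits are not listed in these tables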
Target sequence (O75116 whole entry, looked up): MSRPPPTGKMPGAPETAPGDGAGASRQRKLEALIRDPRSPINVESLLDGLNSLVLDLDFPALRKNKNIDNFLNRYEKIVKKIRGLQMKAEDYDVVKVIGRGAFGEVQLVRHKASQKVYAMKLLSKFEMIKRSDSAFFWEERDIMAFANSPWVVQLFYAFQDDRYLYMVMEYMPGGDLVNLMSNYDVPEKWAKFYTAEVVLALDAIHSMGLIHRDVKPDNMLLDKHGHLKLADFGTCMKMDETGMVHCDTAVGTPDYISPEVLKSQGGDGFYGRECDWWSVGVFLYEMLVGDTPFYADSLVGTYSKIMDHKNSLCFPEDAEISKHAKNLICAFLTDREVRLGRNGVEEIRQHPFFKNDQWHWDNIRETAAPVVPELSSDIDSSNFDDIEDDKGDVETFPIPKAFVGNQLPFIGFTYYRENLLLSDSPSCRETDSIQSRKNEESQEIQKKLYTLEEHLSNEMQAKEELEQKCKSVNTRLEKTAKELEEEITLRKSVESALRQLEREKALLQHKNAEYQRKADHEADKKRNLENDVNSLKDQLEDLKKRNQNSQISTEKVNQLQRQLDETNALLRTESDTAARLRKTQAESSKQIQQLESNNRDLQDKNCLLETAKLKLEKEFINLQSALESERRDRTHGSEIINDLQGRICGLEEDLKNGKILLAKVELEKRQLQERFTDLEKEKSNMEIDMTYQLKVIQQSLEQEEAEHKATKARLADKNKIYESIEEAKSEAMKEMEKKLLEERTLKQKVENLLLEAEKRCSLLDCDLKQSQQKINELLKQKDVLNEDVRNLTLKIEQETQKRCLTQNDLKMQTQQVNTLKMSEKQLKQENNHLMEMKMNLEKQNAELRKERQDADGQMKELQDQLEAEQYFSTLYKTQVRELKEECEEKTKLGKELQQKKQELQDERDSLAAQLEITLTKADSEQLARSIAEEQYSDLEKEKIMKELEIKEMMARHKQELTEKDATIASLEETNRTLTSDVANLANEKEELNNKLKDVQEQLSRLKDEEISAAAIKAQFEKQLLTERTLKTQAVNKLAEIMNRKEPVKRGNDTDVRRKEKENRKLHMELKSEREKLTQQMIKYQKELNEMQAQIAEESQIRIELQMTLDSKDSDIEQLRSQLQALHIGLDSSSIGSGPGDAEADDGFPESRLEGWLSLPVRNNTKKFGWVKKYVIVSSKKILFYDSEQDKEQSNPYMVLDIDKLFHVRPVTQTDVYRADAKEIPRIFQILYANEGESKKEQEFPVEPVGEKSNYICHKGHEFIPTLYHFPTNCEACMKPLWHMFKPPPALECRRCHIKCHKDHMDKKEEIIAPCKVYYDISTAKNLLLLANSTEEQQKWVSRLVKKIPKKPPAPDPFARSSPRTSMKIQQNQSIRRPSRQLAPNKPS
JNK3 inh = JNK3 kinase activity inhibitors, primary screen, biochemical, human, purified enzyme. Mitogen-activated protein kinase 10 (Homo sapiens), P53779. HTS. 60,000 tested, 0.61% active. inhibition, % at 8 µM; in the data active = inhibition above about 17%;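 also: 0% = DMSO and 100% = reference inhibitor; many of its hits are not listed in these tables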
PKA kinase inh = inhibitors of human PKA kinase activity, primary screen, biochemical, ATP-depletion luminescence, Kemptide substrate; 65,000 tested, 0.1% active; PKA Kemptide phosphorylation, Kinase-Glo ATP luminescence; cAMP-dependent protein kinase catalytic subunit alpha (Homo sapiens), P17612; inhibition, % at 6 µM;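 active = inhibition above the screen-wide mean inhibition plus 3 SD, cut at about 21% in these data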; also: many of its hits are not listed in these tables
NADH enzymes = inhibitors of PK/LDH coupling enzymes, profiling panel, artefact control, biochemical, MLSMR library; 65,000 tested, 0.02% active; IC50, µM (top dose mostly 10 µM), for the others: at the top dose inhibition; coupled PK/LDH NADH assays, four targets; AID 774, 2007;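 active = single-dose screening hits from any of four coupled enzyme assays that gave an IC50 when retested across doses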;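 also: the DPM-DC format reads NADH fluorescence rather than 340 nm absorbance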
Autofluor 339 = intrinsic fluorescence of library compounds, ex339/em460 – biochemical, MLSMR library, data from DPM-DC assay, artefact control, profiling panel; fluorescence fold increase at 10 µM; AID 709, 2007; 65,000 tested, 5.5% active; compound autofluorescence, ex339/em460 nm, NADH buffer; active compounds read high; 1 = no-compound wells, NADH background;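 active = at 10 µM, mean starting fluorescence two-fold or more over control wells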;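 also: signal is the first read of a kinetic run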
MMP-13 inhibitor = human MMP13 inhibitors, primary screen, biochemical, FRET peptide cleavage. 65,000 tested, 0.07% active. Collagenase 3 (Homo sapiens), P45452. inhibition, % at 4 µM. MMP-13 fTHP FRET cleavage, Mca fluorescence. AID 570, 2006;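 active = inhibition above the mean of compound-free control plate wells plus 3 SD, cut at about 14% in these data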;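 also: 0% = DMSO wells and 100% = wells with reference MMP-13 inhibitor after basal subtraction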
Abs 340nm = compound light absorbance at 340 nm, profiling panel, artefact control, biochemical, MLSMR library, data from PS, PMK, MK assays. compound absorbance at 340 nm, fold over control. fold change at 10 µM. 65,000 tested, under 10 active. AID 708, 2007;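 active = at 10 µM dose, initial 340 nm absorbance at least 2 fold that of control wells; inactive = change under 2 fold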;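 also: initial absorbance extrapolated from kinetic A340 decline of NADH oxidation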
An asterisk follows results filed as active; [ ] = another dose, or the depositor's remark. A portion of the library; count on the stated rates, not on these rows.

| nr | canonical_smiles | Abs 340nm | PKA kinase inh | Ecoli tolC | NADH enzymes |
| --- | --- | --- | --- | --- | --- |
| 1 | CN(C)CCCN1c2ccccc2Sc2ccccc21 | 0.98 | -5 | 7 | 2% |
| 2 | NS(=O)(=O)c1cc2c(cc1C(F)(F)F)NC(Cc1ccccc1)NS2(=O)=O (stereo not given) | 1 | -11 | 8 | 2% |
| 3 | COc1ccc(CN(CCN(C)C)c2ccccn2)cc1 | 0.98 | 2 | 8 | 4% |
| 4 | COc1cc2nc(N3CCN(C(=O)C4COc5ccccc5O4)CC3)nc(N)c2cc1OC (stereo not given) | 1 | -10 | 11 | 2%[fluoresces] |
| 5 | Cc1nnc(NS(=O)(=O)c2ccc(N)cc2)s1 | 0.99 | 1 | 14 | 1% |
| 6 | C[C@]12CC[C@H]3[C@@H](CCC4=CC(=O)CC[C@@]43C)[C@@H]1CC[C@@H]2C(=O)CO | 1 | -1 | 7 | 1% |
| 7 | COc1ccccc1OCC(O)COC(N)=O (stereo not given) | 0.98 | 1 | 2 | 3% |
| 8 | c1ccc2c(CC3=NCCN3)cccc2c1 | 0.98 | -2 | 9 | 2% |
| 9 | CC1=NN(c2ccccc2)C(=O)C1 | 1 | 1 | 9 | 5% |

| nr | Autofluor 339 | JNK3 inh | ROCK2 inh | MMP-13 inhibitor |
| --- | --- | --- | --- | --- |
| 1 | 1 | -15 | -6 | -6 |
| 2 | 1.1 | -2 | -4 | -23 |
| 3 | 1.1 | 4 | 4 | 2 |
| 4 | 2.5* | -14 | 0 | -139[fluorescence artefact?] |
| 5 | 1.1 | 1 | 4 | -2 |
| 6 | 1.1 | 4 | 6 | 5 |
| 7 | 0.96 | -4 | 3 | 1 |
| 8 | 0.98 | -5 | 1 | 0 |
| 9 | 1 | 7 | 19* | 4 |

Part of the list above, bar-delimited.
# | SMILES | Abs 340nm | PKA kinase inh | Ecoli tolC | NADH enzymes | Autofluor 339 | JNK3 inh | ROCK2 inh | MMP-13 inhibitor
3 | COc1ccc(CN(CCN(C)C)c2ccccn2)cc1 | 0.98 | 2 | 8 | 4% | 1.1 | 4 | 4 | 2
4 | COc1cc2nc(N3CCN(C(=O)C4COc5ccccc5O4)CC3)nc(N)c2cc1OC (stereo not given) | 1 | -10 | 11 | 2%[fluoresces] | 2.5* | -14 | 0 | -139[fluorescence artefact?]
5 | Cc1nnc(NS(=O)(=O)c2ccc(N)cc2)s1 | 0.99 | 1 | 14 | 1% | 1.1 | 1 | 4 | -2
6 | C[C@]12CC[C@H]3[C@@H](CCC4=CC(=O)CC[C@@]43C)[C@@H]1CC[C@@H]2C(=O)CO | 1 | -1 | 7 | 1% | 1.1 | 4 | 6 | 5
7 | COc1ccccc1OCC(O)COC(N)=O (stereo not given) | 0.98 | 1 | 2 | 3% | 0.96 | -4 | 3 | 1
8 | c1ccc2c(CC3=NCCN3)cccc2c1 | 0.98 | -2 | 9 | 2% | 0.98 | -5 | 1 | 0
9 | CC1=NN(c2ccccc2)C(=O)C1 | 1 | 1 | 9 | 5% | 1 | 7 | 19* | 4

Screening data deposited in PubChem by several laboratories.
